High-throughput results: PubChem, The Scripps Research Institute Molecular Screening Center
GPR151 activators – GPR151 activators, triplicate retest, confirmation, cell-based, PathHunter beta-arrestin, luminescence, set 2 (AID 1508608); hit rate 0.9% among 2,300; GPR151 PathHunter beta-arrestin cells, luminescence, 90 min; stronger effect = higher value; 100% = signal from added EA reagent; G-protein coupled receptor 151 (Homo sapiens); activation, % at 11.2 µM;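 active = mean activation across replicates above 26.72%, the hit cutoff set for this confirmation screen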;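 also: 0% = plate median of compound wells and 100% = EA reagent high control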
GPR119 activation – off-target GPR119 activation – cell-based, PathHunter beta-arrestin, luminescence, set 2, counter-screen for GPR151 activator project, confirmation (AID 1508607). hit rate 0.9% among 2,300. activation, % at 11.2 µM. GPR119 PathHunter beta-arrestin cells, luminescence, 90 min; stronger effect = higher value;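 active = mean percent activation across replicates above the counterscreen hit cutoff of 9.17%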;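 also: 0% = median of sample wells and 100% = wells given EA reagent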
* marks the source's active call; other numbers are inactive results. A portion of the library (hit frequency here may not be typical).

(1) CCc1ccccc1N(C(C)=O)C1C=CS(=O)(=O)C1 (stereo not given)
(2) CSc1ccc(C2SCC(=O)N2C2CCCCC2)cc1 (stereo not given)
(3) COc1cc(CN2CC(=O)N(c3ccc(C)cc3C)C2=S)cc(OC)c1OC
(4) CN1C(=O)c2ccc(NC(=O)c3cccc4ccccc34)cc2C1=O
(5) Cc1ccccc1Cn1c(NCc2ccccc2)nc2c1c(=O)[nH]c(=O)n2C
(6) O=C(CCn1c(=O)c2cccn2c2cccnc21)NCCCN1CCCC1=O
(7) Cc1ccccc1/C=N/NC(=O)Cn1cnc2c1c(=O)n(C)c(=O)n2C
(8) CN(C)c1ccc(CNCCC2CCOC(C)(C)C2)cc1 (stereo not given)
Assay by compound | 1 | 2 | 3 | 4 | 5 | 6 | 7 | 8
GPR151 activators | -2.6 | -0.1 | 4.4 | -6.2 | 3.7 | -3.9 | -4.2 | 0.8
GPR119 activation | -2.7 | -1.8 | 7.4 | -1.5 | -2.4 | -0.9 | -1.6 | 1.5

Part of the list above, tab-delimited.
entry	SMILES	GPR151 activators	GPR119 activation
2	CSc1ccc(C2SCC(=O)N2C2CCCCC2)cc1 (stereo not given)	-0.1	-1.8
3	COc1cc(CN2CC(=O)N(c3ccc(C)cc3C)C2=S)cc(OC)c1OC	4.4	7.4
4	CN1C(=O)c2ccc(NC(=O)c3cccc4ccccc34)cc2C1=O	-6.2	-1.5
5	Cc1ccccc1Cn1c(NCc2ccccc2)nc2c1c(=O)[nH]c(=O)n2C	3.7	-2.4
6	O=C(CCn1c(=O)c2cccn2c2cccnc21)NCCCN1CCCC1=O	-3.9	-0.9
7	Cc1ccccc1/C=N/NC(=O)Cn1cnc2c1c(=O)n(C)c(=O)n2C	-4.2	-1.6
8	CN(C)c1ccc(CNCCC2CCOC(C)(C)C2)cc1 (stereo not given)	0.8	1.5

More entries follow:
(9) CC(C)(C)NC(=O)CSc1nnnn1-c1cccc(F)c1
(10) CC1(C)CC(NC(=S)Nc2ccc([N+](=O)[O-])cc2)CC(C)(C)N1
(11) CC(=O)c1c(C)[nH]c(C(=O)N2CCc3ccccc3C2)c1C
(12) Cc1nnc2sc(NC(=O)CC(C)C)nn12
(13) Cn1ncc2c(NCCc3ccc(Cl)cc3Cl)ncnc21
(14) C[C@H](O)[C@H]1NC(=O)[C@@H]2C[C@H](NCc3cccc(F)c3)CN2C1=O
(15) CC(C)(C)NC(=O)C1CCN(S(=O)(=O)c2ccc(Br)s2)CC1
(16) Cc1ccc(CNC(=O)CSCc2ccccc2F)cc1
Assay by compound | 9 | 10 | 11 | 12 | 13 | 14 | 15 | 16
GPR151 activators | 0.0 | -0.2 | -1.0 | -2.6 | 28* | 7.5 | 4.8 | -1.3
GPR119 activation | 0.5 | 1.8 | -1.3 | -0.9 | 6.7 | 0.5 | 3.9 | 3.4

(17) CCC(CC)C(=O)N1c2cc(C)c(C)cc2C(=C2SC(C(=O)OC)=C(C(=O)OC)S2)C(=S)C1(C)C
(18) CCOc1ccc2[nH]c(=O)c(CN(C(=O)N3CCOCC3)C3CCCCC3)cc2c1
(19) OC1CCN(Cc2ccc3c(c2)CN(CC2CC=CCC2)CCO3)CC1 (stereo not given)
(20) Cc1cccc(-c2nc3ccccc3c(=O)n2Cc2ccccc2C)c1
(21) COCCCN1C(=O)c2oc3ccccc3c(=O)c2C12C(=O)N(C)c1ccccc12 (stereo not given)
(22) COc1ccc(N2C(=O)NC3CC2(C)Oc2c(OC)cccc23)c(OC)c1 (stereo not given)
(23) CCCNS(=O)(=O)c1ccc(F)c(C(=O)Nc2ccccc2CC)c1
(24) COc1ccc(CCNC(=O)Cn2ncn3cccc3c2=O)cc1OC
Assay by compound | 17 | 18 | 19 | 20 | 21 | 22 | 23 | 24
GPR151 activators | 1.4 | -0.9 | 7.8 | 1.6 | 3.6 | -2.2 | -4.2 | 3.2
GPR119 activation | 0.5 | -0.4 | 0.9 | -0.6 | 1.3 | -2.9 | -3.2 | 1.1

(25) COc1ccccc1NC(=O)CC(=O)Nc1ccc2nc3n(c(=O)c2c1)CCCCC3
(26) COc1ccc(C2/C(=C(/O)c3ccccc3)C(=O)C(=O)N2CCCn2ccnc2)c(OC)c1 (stereo not given)
(27) CCC1SC2=NC(C)=C(C(=O)OC)C(c3ccccc3[N+](=O)[O-])N2C1=O (stereo not given)
(28) CCOc1ccc(C=C2C(=O)OC(C)(C(C)(C)C)OC2=O)cc1[N+](=O)[O-] (stereo not given)
(29) COC(=O)c1ccc(C2C(C(=O)OC3CCCCC3)=C(C)Nc3ncnn32)cc1 (stereo not given)
(30) CN1CCC(N(C)Cc2c(F)cccc2Cl)CC1
(31) CCOC(=O)c1cnc2ccc(C(=O)OC)cc2c1Nc1ccc(C)cc1C
(32) COc1cc(/C=C2\C(=O)NC(=O)N(c3ccc(O)cc3)C2=O)cc(Cl)c1OCC(=O)O
Assay by compound | 25 | 26 | 27 | 28 | 29 | 30 | 31 | 32
GPR151 activators | 4.2 | -9.5 | 9.5 | 2.4 | -2.1 | 5.1 | 2.6 | 4.6
GPR119 activation | 2.1 | -3.6 | 2.7 | 3.7 | 0.2 | 4.3 | 2.8 | 3.9

(33) CCc1cccc(CC)c1N(COC)C(=O)Cn1c(CCCO)nc2ccccc21
(34) O=c1c2cc(NC(=S)N3CCN(c4ccccn4)CC3)ccc2nc2n1CCCCC2
(35) O=C(O)c1ccc(NC2=NC3CS(=O)(=O)CC3S2)cc1 (stereo not given)
(36) COc1ccc(C2C3=C(CC(c4cccc([N+](=O)[O-])c4)CC3=O)Nc3ccccc3N2C(C)=O)cc1OC (stereo not given)
(37) CC(NC(=O)C(NS(=O)(=O)c1ccc2c(c1)oc(=O)n2C)C(C)C)c1ccccc1 (stereo not given)
(38) CN1CCN(c2nc3c(c(=O)n(C)c(=O)n3C)n2Cc2ccccc2Cl)CC1
(39) CCN(CC)C(=O)Cn1cnc2sc(C(=O)Nc3cc(C)ccc3OC)c(C)c2c1=O
(40) CC(=O)c1c(C)[nH]c(C(=O)NCCCN2CCCC2)c1C
Assay by compound | 33 | 34 | 35 | 36 | 37 | 38 | 39 | 40
GPR151 activators | 0.1 | -1.3 | 4.7 | -0.3 | -1.9 | 1.7 | 5.3 | 0.4
GPR119 activation | -2.4 | -3.0 | 4.8 | 2.3 | -1.3 | -0.9 | -0.4 | 0.8

As entered above.
GPR119 activation with #40 → 0.8
GPR151 activators with #38 → 1.7
GPR151 activators with #33 → 0.1
GPR151 activators with #37 → -1.9
GPR119 activation with #34 → -3.0
GPR119 activation with #36 → 2.3

Later entries:
(41) CN(CC1COCCO1)C1CCN(c2ccc(CC(=O)N3CCCC3)cc2)CC1 (stereo not given)
(42) O=C1N(CN2CCC3(CC2)OCCO3)c2ccccc2C12OCCCO2
(43) CC(C)CCn1c(CN2CCOCC2)nc2c1c(=O)n(C)c(=O)n2C
(44) CCOC(=O)c1c(NC(=O)Nc2ccc(Cl)c(Cl)c2)sc(C)c1C
(45) CC1CCCCN1Cc1nc2c(c(=O)n(C)c(=O)n2C)n1CC(N)=O (stereo not given)
(46) CN(C)c1ccc(/C=C(\C#N)C(N)=C(C#N)C#N)cc1
(47) CCC(C(=O)NCc1cccnc1)n1c2ccccc2c2nc(=O)cc(C)n21 (stereo not given)
(48) O=C1Nc2ccccc2C12OCC1(CO2)CC2C=CC1C2 (stereo not given)
Assay by compound | 41 | 42 | 43 | 44 | 45 | 46 | 47 | 48
GPR151 activators | -5.1 | 10 | -8.0 | -8.9 | 7.6 | -0.8 | 1.4 | 2.7
GPR119 activation | -0.4 | 2.9 | -2.5 | -0.6 | 1.5 | 4.1 | -0.9 | 0.1

GPR151 activators: entries above that show a hit.
| item | canonical_smiles | GPR151 activators |
| --- | --- | --- |
| 13 | Cn1ncc2c(NCCc3ccc(Cl)cc3Cl)ncnc21 | 28* |

(next part)
(49) Cc1nc2ccccc2c2oc(C(=O)N3CCN(C(=O)c4ccco4)CC3)cc12
(50) Cc1ccc(-n2ncc3c(NCc4ccco4)ncnc32)c(C)c1
(51) COc1cccc(-n2c(=O)c3c(C)c(C)sc3n(CC(=O)N3CCCCCC3)c2=O)c1
(52) CCOC(=O)C1=NN=C2C(=O)N(c3ccccc3)C(=O)C12 (stereo not given)
(53) CN(C)c1ccc(C2CC(c3ccccc3)=NN2C(=O)c2ccc(F)cc2)cc1 (stereo not given)
(54) Cc1ccc(Cl)cc1N1CCN(C(=O)CN2N=C(c3ccccc3)CCC2=O)CC1
(55) CCN(CC)C(=O)C1CCN(S(=O)(=O)c2cccc3nsnc23)CC1
(56) CCOC(=O)c1nnn(CC(=O)Nc2ccc(Br)c(C)c2)c1C(=O)OCC
Assay by compound | 49 | 50 | 51 | 52 | 53 | 54 | 55 | 56
GPR151 activators | 0.9 | 2.1 | 4.0 | 0.8 | 10 | 1.9 | -1.6 | 3.7
GPR119 activation | -0.4 | 0.0 | 3.5 | 2.4 | 4.3 | -0.5 | 1.9 | 4.7

Compounds 52 through 56 from above:
(52) CCOC(=O)C1=NN=C2C(=O)N(c3ccccc3)C(=O)C12 (stereo not given)
(53) CN(C)c1ccc(C2CC(c3ccccc3)=NN2C(=O)c2ccc(F)cc2)cc1 (stereo not given)
(54) Cc1ccc(Cl)cc1N1CCN(C(=O)CN2N=C(c3ccccc3)CCC2=O)CC1
(55) CCN(CC)C(=O)C1CCN(S(=O)(=O)c2cccc3nsnc23)CC1
(56) CCOC(=O)c1nnn(CC(=O)Nc2ccc(Br)c(C)c2)c1C(=O)OCC
Assay by compound | 52 | 53 | 54 | 55 | 56
GPR151 activators | 0.8 | 10 | 1.9 | -1.6 | 3.7
GPR119 activation | 2.4 | 4.3 | -0.5 | 1.9 | 4.7

(further entries)
(57) CSCCNC(=O)c1cc(COc2ccc(F)cc2Cl)on1
(58) COC(=O)c1cc(NC(=O)c2ccc3c(=O)n4c(nc3c2)CCCCC4)cc(C(=O)OC)c1
(59) CC1(C(=O)NCC2Cc3cccc(-c4ncccn4)c3O2)CC1 (stereo not given)
(60) COc1ccc(-c2nc3ccc(Cl)cc3nc2-c2ccc(OC)cc2)cc1
(61) COc1ccc(N2CCN(c3ncnc4sc(C)c(C)c34)CC2)cc1
(62) Cc1c(Oc2ccc(C(F)(F)F)cc2[N+](=O)[O-])ccc2c3c(c(=O)oc12)CCCC3
(63) Cc1ccc(S(=O)(=O)NCCOc2ccccc2)cc1[N+](=O)[O-]
(64) Cc1ccc(CN2CCN(Cc3ccc4cc(F)ccc4n3)CC2CCO)o1 (stereo not given)
Assay by compound | 57 | 58 | 59 | 60 | 61 | 62 | 63 | 64
GPR151 activators | 5.9 | -2.8 | 3.1 | -2.2 | -1.2 | -2.5 | 1.4 | 4.5
GPR119 activation | 2.5 | 0.0 | 1.8 | -1.9 | -2.4 | -1.9 | 1.9 | 2.0

(65) CC(=O)N1CCC(N(C(=S)Nc2cccc(Cl)c2C)C(C)C)CC1
(66) COc1ccc(C(=O)N/N=C/c2ccc(O)cc2O)cc1OC
(67) Cc1ccc(NC(=S)N(Cc2cccnc2)Cc2ccco2)cc1
(68) COc1ccc(NC(=O)N2CCC(CN3CCc4ccccc4C3)CC2)cc1
(69) Cc1cc(-n2c(SCC(=O)NCc3ccco3)nc3n[nH]c(C)c3c2=N)ccc1Cl
(70) COc1ccccc1CN1CCNC(=O)C1CC(=O)NCC(F)(F)F (stereo not given)
(71) Cc1cccc(/C=C2/SC(=S)NC2=O)c1
Assay by compound | 65 | 66 | 67 | 68 | 69 | 70 | 71
GPR151 activators | 5.7 | 7.7 | -1.9 | -2.6 | 7.6 | 3.9 | -4.3
GPR119 activation | -0.1 | 1.9 | 5.8 | -2.3 | -1.9 | 3.9 | -4.5
